# High-throughput results (PubChem BioAssay)
# L3MBTL1 inh: qHTS Assay for the Inhibitors of L3MBTL1; actives 0.66% (n = 230,000); AlphaScreen L3MBTL1–H3K9me1 peptide binding; Potency, µM (highest dose often 57.1 µM), for inactives: top-dose activity, negative = inhibition, hits mostly inhibitors; further: on the % scale 0 is the no-effect control and ±100 the full control effect; nearly all actives have a fitted effect of over 60% in size
# Target sequence (Q9Y468 whole entry, looked up): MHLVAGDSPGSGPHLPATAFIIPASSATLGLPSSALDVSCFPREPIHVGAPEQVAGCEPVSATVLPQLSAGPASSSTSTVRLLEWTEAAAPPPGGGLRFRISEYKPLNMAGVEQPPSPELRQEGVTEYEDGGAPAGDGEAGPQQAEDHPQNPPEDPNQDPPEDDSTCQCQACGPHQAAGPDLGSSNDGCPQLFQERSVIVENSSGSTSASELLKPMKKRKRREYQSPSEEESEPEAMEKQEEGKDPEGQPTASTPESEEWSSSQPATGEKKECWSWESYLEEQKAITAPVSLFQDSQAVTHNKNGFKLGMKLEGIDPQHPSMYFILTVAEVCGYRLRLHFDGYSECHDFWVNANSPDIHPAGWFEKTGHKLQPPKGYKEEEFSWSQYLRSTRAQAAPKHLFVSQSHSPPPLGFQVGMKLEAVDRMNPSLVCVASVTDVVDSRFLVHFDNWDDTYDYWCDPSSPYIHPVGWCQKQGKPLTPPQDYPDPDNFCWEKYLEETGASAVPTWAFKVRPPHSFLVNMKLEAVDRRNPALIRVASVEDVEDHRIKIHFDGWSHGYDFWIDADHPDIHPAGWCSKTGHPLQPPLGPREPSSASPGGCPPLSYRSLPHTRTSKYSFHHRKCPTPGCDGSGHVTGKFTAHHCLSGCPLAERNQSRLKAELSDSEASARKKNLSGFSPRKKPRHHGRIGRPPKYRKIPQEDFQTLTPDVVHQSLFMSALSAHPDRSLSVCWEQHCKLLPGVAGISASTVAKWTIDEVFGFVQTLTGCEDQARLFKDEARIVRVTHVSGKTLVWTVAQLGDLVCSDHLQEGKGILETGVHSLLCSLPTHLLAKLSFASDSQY
#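 L3MBTL1 (50 nM) pre-complexed 30 min with biotinylated H3(1-15)K9me1 peptide (75 nM), then compounds added for 30 min at room temperature; AlphaScreen streptavidin donor/nickel chelate acceptor beads (10 ug/mL final) read after 30 min dark incubation.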
# SMN2 splice up: qHTS Assay for Enhancers of SMN2 Splice Variant Expression; HEK293 SMN2-luciferase splicing reporter, luminescence, 30-36 h; Potency, µM (highest dose often 46.1 µM), without a hit: at the top dose activity change, positive = activation, hits mostly activators; actives 2.8% (n = 210,000); further: % of control where 0% means no effect; nearly all actives have a fitted effect of over 55% in size
#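 HEK293 cells carry an SMN2 minigene-luciferase reporter in which exon 7 inclusion puts luciferase in frame. Cells were seeded at 2000 cells/well, attached for 10-12 hours, then exposed to compounds for 30-36 hours at 37C before ONE-Glo luminescence.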
# RECQ1 helicase: qHTS Assay for Inhibitors of RecQ-Like Dna Helicase 1 (RECQ1). RECQ1 DNA unwinding, red fluorescence kinetic read. Potency, µM (titrated, usually from 57.3 µM), inactives show at the top dose activity, negative = inhibition, usual class: inhibitors. actives 0.54% (n = 240,000). AID 2549, 2010;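 further: plate controls were vehicle for no effect and no enzyme for full effect; nearly all actives have a fitted effect of over 30% in size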
#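 RECQ1T1 50 nM; forked duplex (20 bp + 30-nt ss tails) 200 nM, ATP 2 mM final; pH 8.0, 2 mM MgCl2, 2.5 ug/ml poly(dI-dC); 15 min compound preincubation; discontinuous kinetic read over 2 h at RT.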
# Lamin A splicing: qHTS Assay for Modulators of Lamin A Splicing. HeLa LMNA splicing GFP/RFP minigene ratio, 48 h. Potency, µM (doses to about 46.1 µM), for the others: top-dose ratio change, negative = inhibition, most hits filed as inhibitors. actives 0.01% (n = 200,000); active means well fitted inhibition curve with a large enough effect in the signal ratio, with a control signal flat, not every such curve was filed as active; inconclusive means small, poorly fitted or top-dose-only effect, or effect the other way, or a change in a side signal; the % refers to the signal ratio; further: on the % scale 0 is the no-effect control and ±100 the full control effect
#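 S3 HeLa stable clones carrying a lamin A-EGFP splicing minigene plus DsRed2 were seeded at 600 cells/well in Opti-MEM with 2% FBS, pin-dosed and incubated 48 h at 37°C. Acumen cytometry (488 nm) gave the GFP/RFP total-intensity ratio.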
# JMJD2E inh: qHTS Assay for Inhibitors of Human Jumonji Domain Containing 2E (JMJD2E); JMJD2E catalytic domain, FDH-coupled NADH fluorescence (FDH is formaldehyde dehydrogenase); Lysine-specific demethylase 4E (Homo sapiens), B2RXH2; Potency, µM (top dose mostly 57.1 µM), for the others: at the top dose activity change, negative = inhibition, usual class: inhibitors; AID 2147, 2009; actives 1.6% (n = 230,000); active means well fitted inhibition curve with a large enough effect, not every such curve was filed as active; inconclusive means small, poorly fitted or top-dose-only effect, or another doubt; inactive means no such curve, though single readings can be large or run the other way;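 further: 0% = wells with enzyme and -100% = buffer wells without enzyme; nearly all actives have a fitted effect of over 50% in size; many of its hits are not listed in these tables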
# KinaseGlo FLuc: Counterscreen for Luciferase (Kinase-Glo TM) Inhibition; Kinase-Glo luciferase, ATP luminescence, 8 min; actives 0.28% (n = 200,000); Luciferin 4-monooxygenase (Photuris pensylvanica), Q27757; Potency, µM (highest dose often 38.3 µM), without a hit: at the top dose activity change, negative = inhibition, hits mostly inhibitors; further: on the % scale 0 is the no-effect control and ±100 the full control effect; nearly all actives have a fitted effect of over 60% in size
#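 Compound is pinned into ATP-containing buffer (10 uM ATP, imidazole pH 7.2, 7 mM MgCl2). Kinase-Glo luciferase reagent is then added. Light output is recorded following an 8-min room-temperature incubation.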
# Tau fibril ThT: qHTS for Inhibitors of Tau Fibril Formation, Thioflavin T Binding. Microtubule-associated protein tau (Homo sapiens), P10636. recombinant tau K18 P301L (four-repeat tau fragment), heparin-induced fibrillization, ThT fluorescence. Potency, µM (top dose mostly 57.4 µM), inactives show top-dose activity, negative = inhibition, hits mostly inhibitors. actives 2.1% (n = 270,000). AID 1460, 2008; further: on the % scale 0 is the no-effect control and ±100 the full control effect; nearly all actives have a fitted effect of over 55% in size
# Target sequence (P10636 561-689 P618L limits assumed): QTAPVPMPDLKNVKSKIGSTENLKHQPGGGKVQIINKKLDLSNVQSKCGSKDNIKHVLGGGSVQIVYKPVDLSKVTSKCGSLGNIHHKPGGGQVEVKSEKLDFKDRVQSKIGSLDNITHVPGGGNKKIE
#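 K18 P301L tau (15 uM + 0.24 uM Alexa 594-tagged), heparin 20 uM, NaOAc pH 7, 6 h 37 C; ThT 30 uM, 1 h RT, ex 450/em 510 nm.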
# ALDH1A1 block: qHTS Assay for Inhibitors of Aldehyde Dehydrogenase 1 (ALDH1A1); Purified ALDH1A1, NADH fluorescence, propionaldehyde substrate; Potency, µM (doses to about 75.3 µM), for inactives: at the highest dose activity, negative = inhibition, hits mostly inhibitors; actives 7.3% (n = 220,000); AID 1030, 2008; active means well fitted inhibition curve with a large enough effect, not every such curve was filed as active; inconclusive means small, poorly fitted or top-dose-only effect, or another doubt; inactive means no such curve, though single readings can be large or run the other way;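 further: plate controls were no enzyme wells and a reference inhibitor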
# * hit, by the source's call; i = inactive; ? = inconclusive; . = not tested or not shown; [ ] = dose if it differs, or a comment. Unless noted, the call rests on the fitted dose curve; in most records, active means well fitted curve in the direction sought with a large enough effect; inconclusive means small, poorly fitted or top-dose-only effect, or another doubt; inactive means no such curve, though single readings can be large; an effect the other way counts as inactive or inconclusive. Potency means the concentration at half of the fitted maximal effect. Some of the compounds tested; the hit share may differ from the screen's.
SMILES,L3MBTL1 inh,SMN2 splice up,RECQ1 helicase,Lamin A splicing,JMJD2E inh,KinaseGlo FLuc,Tau fibril ThT,ALDH1A1 block
Cc1cc(=O)[nH]c(SCC(=O)/C=C2\N(C)c3ccccc3C2(C)C)n1,-2%,-34%[inhibitor],32µM*,?,?,0%,?,-8%
CCCn1ncc(/C=N/O)c1C,3%,.,-2%,.,3%,.,7%,.
Cc1ccc2c(C)nc(NC3=NCN(CCc4ccccc4)CN3)nc2c1,0%,-5%,3%,?,-6%,12%,-7%,13%
Cc1cc(/C=N/NC(=O)c2ccncc2)c(C)n1-c1cccc(C(F)(F)F)c1,-20%,.,-1%,.,-19%,.,-12%,.
COc1ccc(NC(=O)N2CCc3nc(COc4ccccc4)c4c(c3C2)CO[C@@H](C)C4)cc1,.,3%[9.22 µM],i[11.5 µM],14%[9.22 µM],-6%[11.4 µM],0%[7.66 µM],?,22%[13.5 µM]
CCOc1ccc(-c2ccc(SCC(=O)N3CCOCC3)nn2)cc1,16%,?,-9%,-19%[46 µM],?,-7%,-6%,1%
COC(=O)c1ccc(-c2ncc[nH]2)cc1,12%,-1%,i,6%[46 µM],?,-8%,1%,?
COC(=O)C1CCCN1S(=O)(=O)c1ccc2ccccc2c1 (stereo not given),29%,2%,-15%,7%,-4%,2%,-2%,-9%
O=C(CN1CCCc2ccccc21)N/N=C/c1ccc(O)cc1O,-15%,-3%,i,?,25µM*,2%,?,5%
CN1CCN(NC(=O)c2cc(S(=O)(=O)N3CCOCC3)c(Cl)cc2Cl)CC1,3%,-9%[1.84 µM],-5%,-7%,0%,-4%,-1%,6%
O=C1C(Cl)=C(NCC2CCCO2)C(=O)N1c1ccccc1 (stereo not given),10%,.,2%,-5%,-1%,.,-17%,5%
Cc1nn(CC2CC2)c(=O)n1-c1ccccc1,?,5%,-1%,?,1%,0%,-2%,?
COc1ccccc1/C=N/NC(=O)CNC(=O)c1ccccc1,-1%,.,3%,.,-1%,.,4%,.
O=C1CCCCCC1C1(O)C(=O)Nc2ccc(Br)cc21 (stereo not given),3%,-5%,-5%,-2%,1%,3%,-6%,8%
Cc1nnc(NC(=O)CCSc2ccc(Cl)cc2)s1,5%,-1%,i,9%[46 µM],3%,1%,-10%,9%
CCSc1nnc(N(CCC#N)CCC#N)s1,-4%,.,i,-3%,5%,.,12%,-3%
C=CCN(CC=C)C(=O)Nc1cc(OC)ccc1OC,-10%,.,16%,.,5%,.,1%,12%
CCOC(=O)c1sc(NC(=S)NC(=O)c2ccccc2)nc1C,10%,?,14%,.,-2%,-2%,-9%,-8%
CC(C)N(C(=O)CSc1nnc(NC(=O)c2cccs2)s1)C(C)C,4%,-2%,-2%,-3%,1%,1%,-7%,8%
CCCn1c(C)cc(C(=O)COC(=O)c2c(C)nn(-c3ccccc3)c2C)c1C,.,-14%,-13%,-8%,-3%,-1%,?,?
Cc1nc2c(=O)n(-c3cccc(C(F)(F)F)c3)nc(C)c2s1,16%,.,i,.,-1%,.,-14%,2%
Cc1ccc(CNC(=O)c2cn(C3CCCCC3)c(=O)c3c2c2ccccc2n3C)o1,.,12%,-22%,?,?,2%,?,?
CCOC(=O)CSc1nc(N(C)C)nc(N(C)C#N)n1,-9%,-6%,0%,-4%,8%,0%,-2%,-1%
O=C(CSc1nccc(=O)[nH]1)N1c2ccccc2CCc2ccccc21,5%,-5%,i,-6%,5%,8%,-7%,-7%
CCOc1c(Nc2ccccc2O)c(=O)c1=O,3%,.,-12%,.,-2%,.,-2%,.
CC(C)C(NC(=O)c1ccc(F)cc1)C(=O)NCC1CCCO1 (stereo not given),10%,.,0%,21%[46 µM],1%,.,0%,-3%
Cc1cc(C)nc(SCc2ccc(C(=O)O)o2)n1,.,14%,-10%,0%,2%,-2%,-6%,7%
C/C(Cl)=C/CN1C(=O)C2C3C=CC(C3)C2C1=O (stereo not given),14%[11.4 µM],20%,i,0%,1%,-3%,14%,-1%
Cc1cc(C)c2c(N)c(C(=O)c3cccc(Cl)c3)sc2n1,12%,14%,-9%,?,220%,4%,-3%,?
Cc1ccc(C2=[N+]([O-])C3(CCCCC/C3=N\NC(N)=S)N(O)C2(C)C)o1 (stereo not given),.,-10%,-4%,-4%,2%,-2%,-6%,3%
COCCCNC(=O)c1cccc(C(=O)NCCCOC)c1,3%,-7%,-1%,5%,3%,-2%,-5%,4%
COc1ccc(C(c2nnnn2CC2CCCO2)N2CCN(c3cccc(C)c3C)CC2)cc1 (stereo not given),0%,-23%,-5%,?,2%,3%,-20%,-4%
NC(=O)C(=O)N/N=C/c1c[nH]c2ccc(Br)cc12,6%,11%,-4%,7%[9.22 µM],6%,1%,-17%,1%
Cc1cc(N2CCCC2)nc(SCC(=O)c2ccccc2)n1,2%,30%,-5%,-1%,9%,4%,0%,-4%
CCCOc1ccc(C(=O)NNC(=S)NC(=O)c2cc(-c3ccccc3)nc3ccccc23)cc1,2%,-9%,-2%,?,-1%,-5%,?,-10%
CCOc1ccc(-c2nc(N)ncc2Oc2cccc(OC)c2)c(O)c1,.,-3%,i,-7%,-10%,0%,-7%,-2%
Cc1onc(-c2ccccc2)c1C(=O)Nc1ccc2c(c1)OCO2,-7%,-10%,-15%,3%,3%,-2%,-12%,-6%
C=CCSC1=C(C#N)C(c2ccc(OCC)cc2)CC(=O)N1 (stereo not given),.,5%,-5%,0%,-8%,-1%,-11%,?
Cc1cc2n(n1)SC(Nc1cc(Cl)ccc1Cl)N2 (stereo not given),?,15%,-5%,-4%,-2%,1%,-9%,3.5µM*
COc1ccc(C2C(C(C)=O)=C(O)C(=O)N2CCN(C)C)cc1OC (stereo not given),2%,4%,i,-5%,0%,-2%,5%,-1%

# Compound profiles, from the list above. Screens in order: L3MBTL1 inh | SMN2 splice up | RECQ1 helicase | Lamin A splicing | JMJD2E inh | KinaseGlo FLuc | Tau fibril ThT | ALDH1A1 block
# COc1ccc(C(c2nnnn2CC2CCCO2)N2CCN(c3cccc(C)c3C)CC2)cc1 (stereo not given) is listed as 0% | -23% | -5% | ? | 2% | 3% | -20% | -4%
# Cc1ccc(CNC(=O)c2cn(C3CCCCC3)c(=O)c3c2c2ccccc2n3C)o1 is listed as . | 12% | -22% | ? | ? | 2% | ? | ?

# Next section.
SMILES,L3MBTL1 inh,SMN2 splice up,RECQ1 helicase,Lamin A splicing,JMJD2E inh,KinaseGlo FLuc,Tau fibril ThT,ALDH1A1 block
CCn1c(=O)cc(OCC(=O)NCCCN2CC(C)CC(C)C2)c2ccccc21 (stereo not given),14%,?,4%,-24%,2%,0%,11%,3%
Oc1c(C(Nc2nccs2)c2ccc(C(F)(F)F)cc2)ccc2cccnc12 (stereo not given),.,.,-14%,.,3.5µM*,.,-8%,-3%
Cc1cc([N+](=O)[O-])nn1CCCC(=O)N1CCN(c2ccccc2)CC1,6%,4%,-2%,2%,5%,-1%,-18%,-8%
CC(=O)Nc1ccc2nc(SCC(=O)O)sc2c1,-1%,4%,-1%,?,-11%,-3%,-6%,-7%
Cc1ccc(-c2ccnc3nc(-n4cccc4)nn23)o1,30%,20%,1%,?,?,-1%,-2%,?
Cc1ccc(N2CN=c3s/c(=C\c4ccccn4)c(=O)n3C2)cc1,-1%,-14%,-8%,-8%,1%,15%,-8%,5%
COc1ccccc1CCNC(=O)CCn1c(=O)oc2ccccc21,-3%,-4%,i,-12%,-1%,2%,9%,0%
CC(C)c1ccc(/C=C/C(=O)NNC(=O)c2cccnc2)cc1,6%,-1%,-6%,2%,-4%,3%,-3%,7%
Cc1ccc(S(=O)(=O)CCC(=O)N2CCc3ccccc32)cc1,.,5%,i,-2%,-3%,-5%,-12%,-1%
Cc1ccc(/C=C/C(=O)c2ccccc(=O)c2O)c(C)c1,-6%,-51%[inhibitor],-10%,?,28µM*,1%,?,-2%
COc1ccc(NC(=O)CSc2ccc(NC(C)=O)cc2)cc1S(=O)(=O)N1CCCCC1,0%,-40%[inhibitor],-3%,?,4%,1%,-3%,-10%
CNc1ccccc1C(=O)OCC(=O)c1ccc(F)cc1,.,-6%,-9%,.,?,-5%,-5%,?
COc1cc2[nH]c(=S)nc(NC3CCCC3)c2cc1OC,12%,22%,-2%,?,?,3%,?,?
COC(=O)c1ccc(CNC(=O)COC(=O)C2CC3C=CC2C3)cc1 (stereo not given),7%,7%,i,9%[46 µM],3%,1%,-5%,-8%
COc1ccc(-c2csc(N=C(N)N)n2)cc1,-17%,29%,i,16%[46 µM],19%,0%,?,-8%
OCCC1CN(Cc2nc(-c3ccccc3)cs2)CCN1CCc1ccccc1 (stereo not given),-14%,.,-10%,.,0%,.,-11%,-10%
O=C1C=C(c2ccccc2)CC(c2cccs2)C1n1cnc([N+](=O)[O-])c1 (stereo not given),0%,5%,-12%,10%,-8%,-4%,?,?
Cn1nnnc1SCC(=O)Nc1nc2ccccc2s1,5%,.,-8%,-4%[46 µM],5%,-1%,-10%,-8%
COC(=O)c1ccc(/C=N/Nc2nc(-c3ccc(Cl)cc3Cl)cs2)cc1,4%,-5%,i,9%[46 µM],16%,2%,?,13%
CCOc1ccc(N2C(=O)CC(NC3CCCCNC3=O)C2=O)cc1 (stereo not given),9%,6%,-2%,-5%,8%,1%,-9%,20µM*
CCC(C(=O)OCC(=O)c1ccc2c(c1)NC(=O)CO2)c1ccccc1 (stereo not given),-5%,-18%,i,.,7%,0%,-5%,?
Oc1ccc(N2CCN(C(c3cccs3)c3nnnn3CCc3ccccc3)CC2)cc1 (stereo not given),-15%,-2%,?,?,?,4%,?,25µM*
Cc1ccc(O)c(N)c1,-11%,7%,3%,.,.,.,.,?
COc1ccc(CCNC(=S)Nc2cc(C)ccc2C)cc1,.,-34%,3%,-5%,2%,3%,-12%,-10%
